pCIP destab: compounds decreasing mouse p/CIP protein stability; Q05BA5; F442A p/CIP-EGFP cells, EGFP fluorescence, 16 h; decrease of EGFP signal, % at 10 µM; hit rate 0.01% among 290,000; AID 1984;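 active = EGFP signal decrease of at least 30% at 10 µM or well 3 SD below plate mean, unless failing retest; inactive = the rest, including hits failing retest or dose response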; also: some compounds called inactive have numbers as strong as hits; many of its hits are not listed in these tables
IMP-1 inh: blocks Pseudomonas aeruginosa IMP-1 metallo-beta-lactamase | inhibition, % at 5.6 µM | hit rate 0.45% among 290,000 | AID 1556 | purified IMP-1, nitrocefin hydrolysis, epi-absorbance fluorescence;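 active = inhibition above the mean plus 3 SD of all compounds in the same screening run, cut at about 4.5% in these data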;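 also: 0% = IMP-1 with DMSO and 100% = DMSO wells lacking enzyme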
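system = purified recombinant IMP-1 beta-lactamase | amount = 0.2 nM IMP-1, as dispensed | medium = HEPES buffer pH 7.1 with ZnSO4 and Brij 35 | times = 25 °C, 15 min preincubation, 25 min reaction | detection = plate fluorescence quenching by hydrolysis product, ex 480/em 530 nm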
PHOSPHO1 inh: inhibitors of human PHOSPHO1 phosphatase; inhibition, % at 13.3 µM; recombinant PHOSPHO1, absorbance phosphatase assay; AID 1565; hit rate 1.1% among 290,000; Q8TCT1; in the data active = inhibition above about 60%
Target sequence (Q8TCT1 whole entry, looked up): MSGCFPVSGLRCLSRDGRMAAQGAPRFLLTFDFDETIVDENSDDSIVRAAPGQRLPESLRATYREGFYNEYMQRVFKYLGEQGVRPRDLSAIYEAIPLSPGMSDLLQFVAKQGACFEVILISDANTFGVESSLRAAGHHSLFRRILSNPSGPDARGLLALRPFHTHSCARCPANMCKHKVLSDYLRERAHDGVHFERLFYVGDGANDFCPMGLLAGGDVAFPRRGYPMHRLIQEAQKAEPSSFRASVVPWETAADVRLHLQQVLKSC
FID counter: counter-screen for HCV NS3 helicase inhibitors: DNA intercalator displacement; DNA fluorescent intercalator displacement, fluorescence; inhibition, % at 7.9 µM; hit rate 0.17% among 290,000; AID 1845; in the data active = inhibition above about 37%;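 also: 0% = vehicle and 100% = reference compound; higher means more ethidium bromide displaced from hairpin DNA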
VIM-2 inh: blocks Pseudomonas aeruginosa VIM-2 metallo-beta-lactamase. purified VIM-2, nitrocefin hydrolysis, epi-absorbance fluorescence. inhibition, % at 5.6 µM. hit rate 0.89% among 290,000. AID 1527;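 active = inhibition above the mean of all tested compounds plus 3 SD, cutoff set per screening run, cut at about 7.5% in these data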;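 also: red hydrolysis product quenches plate fluorescence so inhibitors raise well fluorescence; 0% = enzyme with DMSO and 100% = DMSO without enzyme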
HCV NS3 hel inh: HCV NS3 helicase inhibition | NS3 helicase DNA unwinding, Cy5 molecular beacon fluorescence | inhibition, % at 10.9 µM | hit rate 0.56% among 290,000 | AID 1800;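 active = inhibition above the mean of all tested compounds plus 3 SD, set per campaign, cut at about 35% in these data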;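 also: 0% = DMSO wells and 100% = thioflavine S control wells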
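Compound dosing – single dose, 10.9 µM nominal final, DMSO 0.8% final · System – NS3 helicase fragment of HCV · Buffer or medium – MOPS pH 6.5, MgCl2, DTT, Tween20, BSA · Signal – Cy5 beacon fluorescence read at start and 1 h · Also added – annealed dual-labelled DNA beacon duplex, ATP-started · Schedule – 1 h at 25 °C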
MEKK3 PB1 HTS: modulators (inhibitors or enhancers) of MEK5 binding to human MEKK3 PB1 domain; Q99759; bead-based flow cytometry, Alexa488-MEK5 binding to MEKK3; actives lie on both sides; 0 = blocked by unlabeled MEK5, 100 = vehicle; binding response (% of control), % at 10 µM; hit rate 1.4% among 290,000; AID 1529;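 active = binding response more than 3 SD above or below the average of its plate-row segment, actives on both sides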;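 also: Alexa488 bead fluorescence after subtracting the streptavidin-only scavenger bead signal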
Target sequence (Q99759 whole entry, looked up, the tested form may be a part): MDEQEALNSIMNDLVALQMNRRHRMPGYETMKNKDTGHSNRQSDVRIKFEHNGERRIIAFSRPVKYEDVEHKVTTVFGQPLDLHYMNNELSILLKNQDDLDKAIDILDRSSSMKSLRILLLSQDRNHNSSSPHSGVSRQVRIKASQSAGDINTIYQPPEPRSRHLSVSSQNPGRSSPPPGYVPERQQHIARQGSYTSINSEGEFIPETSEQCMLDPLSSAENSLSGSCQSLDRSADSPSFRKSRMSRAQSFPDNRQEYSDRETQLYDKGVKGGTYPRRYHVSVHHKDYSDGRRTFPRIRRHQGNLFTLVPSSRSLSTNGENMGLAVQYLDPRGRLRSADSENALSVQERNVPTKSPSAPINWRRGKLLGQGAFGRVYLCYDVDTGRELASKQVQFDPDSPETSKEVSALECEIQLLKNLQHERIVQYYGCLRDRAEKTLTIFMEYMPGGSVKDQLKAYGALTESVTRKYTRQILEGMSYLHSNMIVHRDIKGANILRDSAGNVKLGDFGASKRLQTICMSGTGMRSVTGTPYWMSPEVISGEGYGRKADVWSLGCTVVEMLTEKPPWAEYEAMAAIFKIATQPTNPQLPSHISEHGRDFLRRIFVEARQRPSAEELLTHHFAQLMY
SUMO HTRF inh: blocks human SUMOylation mediated by UBC9; P63279; HTRF SUMOylation assay, SAE1/SAE2 + UBC9, in vitro; hit rate 0.36% among 290,000; AID 2006; inhibition, % at 35 µM; in the data active = inhibition above about 50%, passing the limit was not always enough; also: strong numbers were not always called active
Target sequence (P63279 whole entry, looked up): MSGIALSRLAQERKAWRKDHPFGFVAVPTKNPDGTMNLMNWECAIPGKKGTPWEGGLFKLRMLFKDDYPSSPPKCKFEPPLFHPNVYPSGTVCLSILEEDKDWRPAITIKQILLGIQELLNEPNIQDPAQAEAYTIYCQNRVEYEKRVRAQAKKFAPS
IDE cell activ: boosts human insulin-degrading enzyme activity in HEK cells; AID 493087; FAbeta-B cleavage, fluorescence polarization; 0% vehicle, 100% cell-free pure enzyme wells; hit rate 0.073% among 340,000; activation, % at 5.96 µM;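 active = activation above the mean of all tested compounds plus 3 SD, set per screening campaign, cut at about 17% in these data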
* = called active by the depositor; / = no result given; [ ] = another dose, or the depositor's remark.

SMILES	pCIP destab	IMP-1 inh	PHOSPHO1 inh	FID counter	VIM-2 inh	HCV NS3 hel inh	MEKK3 PB1 HTS	SUMO HTRF inh	IDE cell activ
COc1ccc(NC(C)=O)cc1NC(=O)c1cccc(C(F)(F)F)c1	-6.4	-2.5	12.7	-11.5	-0.1	4.3	100.0	6.2	4.4
COc1ccc(C(=O)Nc2ncc(C)s2)cc1S(=O)(=O)N1CCCC1	-0.9	-3.3	10.8	-18.3	-0.7	-2.3	100.0	-2.6	-1.4
O=C(c1cncc(Br)c1)N1CCN(S(=O)(=O)c2ccc(Cl)cc2)CC1	8.1	-1.5	14.5	-31.2	0.6	0.5	106.0	-17.3	4.2
CC(=O)NC1=NN(C(C)=O)C2(S1)C(=O)N(C(C)C)c1ccc(C)cc12 (stereo unspecified)	-4.0	-0.1	14.7	-21.2	-0.2	-4.2	97.0	13.9	2.6
O=C1CN(C(=O)c2c(F)cccc2F)C(c2ccccc2)c2cc(Br)ccc2N1 (stereo unspecified)	-16.4	-2.9	23.3	-31.9	-1.1	-9.7	106.0	14.3	-0.5
Cc1ccc(C2N(C)c3ccccc3-c3nc4ccccc4n32)o1 (stereo unspecified)	3.2	-2.8	6.7	-9.5	-9.6	-4.8	99.0	9.6	3.1
CCC(C)C(=O)Nc1c2c(nc3c1CCC3)CCCC2 (stereo unspecified)	-11.0	-2.4	15.4	-1.7	-3.3	-6.7	103.0	9.7	3.3
COc1cc(OC)c(NS(=O)(=O)c2cc(Br)cnc2N)cc1Cl	-1.4	-2.5	50.7	-3.5	-1.3	-11.1	93.0	0.5	-2.8
c1coc(-c2nn3c(Cn4nnc5ccccc54)nnc3s2)c1	-4.3	-1.3	29.0	-3.0	-0.2	-1.3	99.0	16.3	2.4
CC(C)C(=O)Nc1cc(S(=O)(=O)Nc2cccc(Cl)c2)ccc1Cl	-15.4	0.8	-1.8	-22.2	-0.9	-0.2	96.0	-6.6	2.6
CN(C)S(=O)(=O)c1cccc(NC(=S)NC(=O)C2CCCCC2)c1	-1.6	1.4	2.4	-11.4	0.1	9.9	89.0	14.7	0.6
COc1ccc(CC(=O)Nc2ccc(-c3noc(-c4cccc(OC)c4)n3)cc2)cc1	1.9	-3.4	44.0	0.8	-3.7	-3.0	100.0	37.1	3.0
CCOC(=O)N1CCN(C(=O)Cc2ccc(-n3c(=O)[nH]c4ccccc4c3=O)cc2)CC1	5.0	-1.3	20.8	-27.6	-3.1	1.1	100.0	-29.4	2.2
CS(=O)(=O)N1CCN(c2ccccc2NC(=O)c2ccc(-c3ccc(Br)cc3)o2)CC1	-4.8	-3.1	9.1	-7.8	-4.4	-0.9	102.0	22.0	8.8
COc1ccc2nc(SCc3nc(N)nc(Nc4ccccc4)n3)[nH]c2c1	-11.1	-3.3	31.0	-14.4	-1.5	-10.9	102.0	17.4	-3.7
COC(=O)c1ccccc1NC(=S)NC(=O)c1cccc2ccccc12	3.9	2.7	31.4	-12.2	-2.9	3.9	95.0	1.6	-0.5
Cn1c(-c2cccc(F)c2)nc2c1c(=O)[nH]c(=O)n2Cc1ccccc1	-15.7	0.0	18.4	-26.4	0.0	-2.3	102.0	13.4	3.6
O=C(COC(=O)c1ccc[nH]c1=O)c1ccc(Cl)s1	-6.4	-2.0	13.2	2.5	-3.2	-7.3	102.0	20.1	-1.3
CC(=O)c1ccc(N2CCN(S(=O)(=O)c3c(C)[nH]c(C)c3C(=O)N3CCCCC3)CC2)cc1	11.8	-1.0	-28.7	-47.8	-0.6	-4.4	100.0	25.7	2.1
CC(=O)Oc1cc(OC(C)=O)c2c(C)cc(=O)oc2c1	-1.1	-4.2	13.2	1.0	-1.5	3.0	102.0	36.6	0.4
CCN(Cc1ccccc1)c1ccc(/C=N/NC(=S)NC(C)C)cc1	8.9	-1.5	6.6	2.0	-0.9	-21.0	59.0*[inhibitor]	0.6	1.8
O=[N+]([O-])c1ccccc1S(=O)(=O)N1CCN(Cc2ccccc2)CC1	-0.5	-4.6	51.2	-0.3	-2.7	-0.9	105.0	4.2	2.5
C=CCSc1nnc(NC(=O)Cc2ccc(OC)c(OC)c2)s1	-4.1	-0.8	17.2	-11.6	-3.5	4.5	119.0	-6.8	8.6
CCOC(=O)c1[nH]c(C)c(/C(O)=C2\C(=O)C(=O)N(CCCN(C)C)C2c2cccnc2)c1C (stereo unspecified)	-1.6	0.8	-2.7	-0.5	2.8	-0.2	104.0	16.7	5.9
COc1ccccc1CN1C[C@@H]2C[C@@H](C3=Cc4cccc(OC)c4OC3)N3CCC[C@@]23C1=O	-10.8	-0.7	28.2	-30.5	-0.7	-0.2	105.0	17.5	-0.4

Individual results from the entries so far.
Value for O=C1CN(C(=O)c2c(F)cccc2F)C(c2ccccc2)c2cc(Br)ccc2N1 (stereo unspecified) in PHOSPHO1 inh: 23.3
Value for CC(=O)c1ccc(N2CCN(S(=O)(=O)c3c(C)[nH]c(C)c3C(=O)N3CCCCC3)CC2)cc1 in pCIP destab: 11.8
Value for COc1cc(OC)c(NS(=O)(=O)c2cc(Br)cnc2N)cc1Cl in IDE cell activ: -2.8

(more compounds)
SMILES	pCIP destab	IMP-1 inh	PHOSPHO1 inh	FID counter	VIM-2 inh	HCV NS3 hel inh	MEKK3 PB1 HTS	SUMO HTRF inh	IDE cell activ
Nc1nn2c(-c3ccccc3)cc(=O)[nH]c2c1N=Nc1ccc(Br)cc1	1.0	-4.8	48.4	1.5	-1.5	9.6	93.0	22.0	0.5
COc1cc(OC)cc(C(=O)N[C@H](C(=O)N2CCc3ccccc32)C(C)C)c1	3.6	-3.7	-1.8	-23.1	-2.9	-9.5	98.0	-12.7	-0.6
COc1ccc(-n2c(SCC(=O)Nc3cc(C)on3)nc3c(c2=O)SCC3)cc1OC	-29.5	-2.1	26.5	-20.3	-1.9	7.3	99.0	-5.9	-4.0
CC(C)Oc1ccc(CSc2nnc3n(C)c(=O)c4c5c(sc4n23)CCCC5)cc1	/	-2.7	/	-2.5	-1.4	0.7	100.0	/	6.2
N=c1c2c(n(Cc3cccc(Cl)c3)c3c1CCC3)CCCC2	-4.2	-2.1	-23.2	2.7	-2.6	-1.2	57.0	-2.0	-3.6
CC(=O)c1cccc(NC(=O)COC(=O)c2ccc3c(c2)OCCO3)c1	16.2	-1.0	-11.6	-9.5	-0.2	-12.1	95.0	5.4	3.1
O=C(O)c1cc(-c2cccc([N+](=O)[O-])c2)nc2ccccc12	-4.9	-1.7	29.0	1.6	-1.6	-2.6	99.0	31.2	8.2
CCCN1CCN(C(=O)Cn2ncc3ccccc32)CC1	-6.1	0.6	34.3	-5.8	1.1	8.8	97.0	10.4	5.9
COc1ccc(CN2CCN(Cc3ccco3)CC2)cc1	-2.6	1.4	36.9	4.9	1.1	3.6	101.0	9.0	1.4
CN1C(=O)N(C)C2(c3ccccc3)Nn3c(s/c(=C/c4ccccc4)c3=O)=NC12c1ccccc1 (stereo unspecified)	-12.7	-3.8	2.4	-3.5	-2.8	-3.3	99.0	-2.5	3.6
CCN(CC)C(=O)CC(c1ccc(OC)cc1)c1c(O)cc(OC)cc1OC (stereo unspecified)	-0.8	/	26.6	/	/	/	110.0	2.4	-0.8
CCCc1cc(NCCCN2CCOCC2)n2c(nc3ccccc32)c1C#N	0.8	-0.3	6.7	-2.5	8.0*	-1.3	108.0	32.3	3.9
Cc1ccccc1C(=O)NCCN=C1NS(=O)(=O)c2ccccc21	1.7	-4.6	-6.6	1.0	-2.6	0.0	104.0	1.1	11.1
Cc1c(NC(=O)CNCc2ccc3c(c2)OCO3)c(=O)n(-c2ccccc2)n1C	-7.7	-1.6	19.9	4.8	-2.7	-8.4	110.0	16.5	6.1
CCc1sc(C(=O)NCCCN2CCCC2=O)cc1Br	-16.9	-1.9	30.1	-28.0	-2.6	9.5	107.0	14.6	-3.1
CCOc1ccc(CCNC(=O)C2CCN(S(=O)(=O)N3CC(C)CC(C)C3)CC2)cc1OCC (stereo unspecified)	-10.5	-0.5	2.8	-31.2	-2.0	0.3	101.0	16.2	-3.0
CSc1ccc(C#N)cc1NC(=O)c1cccnc1Cl	-11.2	-0.3	33.9	-2.8	-0.1	-1.9	89.0	8.6	-0.8
O=C(c1ccccn1)c1cc2ccccc2n1S(=O)(=O)c1ccccc1	-0.1	-4.4	14.0	-12.0	-2.4	-12.8	111.0	7.3	3.9
Cn1cccc1/C=N/NC(=O)c1ccccn1	-9.2	-5.6	23.6	-5.4	-2.7	-2.5	102.0	28.4	6.6
CCS(=O)(=O)c1ccc(-c2csc(-c3ccccc3Cl)n2)c(Cl)c1Cl	6.6	-1.8	-6.9	-7.3	-0.4	3.3	104.0	-19.3	4.6
CC(C)NC(=O)COC(=O)c1cccc(NS(=O)(=O)/C=C/c2ccccc2)c1	10.8	-3.6	-3.3	-24.0	-2.5	1.7	92.0	-3.2	1.3
CSc1nc(Cl)c(C#N)c(-c2ccc(C)cc2)n1	-7.5	-3.9	41.9	-6.2	-4.1	23.9	104.0	6.5	3.6
CCOCC(=O)Nc1ccc(S(=O)(=O)Nc2nccs2)cc1	-19.3	-1.3	18.9	0.7	-2.3	5.4	106.0	14.6	2.0
COc1ccc(Cn2nnnc2CN(Cc2cc3ccc(C)cc3[nH]c2=O)C2CCCC2)cc1	-14.0	-1.1	-27.7	-3.9	-1.5	1.6	91.0	21.6	9.6
CC1(C)CC(=O)C2=C(C1)NC(=S)C(C#N)C21CCCCC1 (stereo unspecified)	-11.0	-0.5	-132.6	-4.2	-3.4	-8.7	98.0	6.2	-30.1
(list continues)
SMILES	pCIP destab	IMP-1 inh	PHOSPHO1 inh	FID counter	VIM-2 inh	HCV NS3 hel inh	MEKK3 PB1 HTS	SUMO HTRF inh	IDE cell activ
O=C(NC1CCCCC1)C(c1cccs1)N(Cc1cccs1)C(=O)c1ccco1 (stereo unspecified)	8.9	-2.2	-3.6	-27.7	-3.0	0.6	98.0	-0.4	2.3
O=c1cc(N2CCCCC2)c(-c2ccccc2)nn1Cc1ccccc1Cl	8.7	-2.5	-1.2	-11.5	-3.6	-12.3	100.0	-28.6	4.1
O=C(O)c1nc2nc(Cl)c(Cl)nc2[nH]1	0.7	-4.1	5.0	-4.3	-2.7	-4.7	118.0	24.6	-0.2
Cc1cc(C(=O)Nc2ccc(N3CCOCC3)cc2)c2ccccc2n1	1.7	-3.5	39.8	-11.5	-3.3	-0.8	95.0	15.5	3.3
COc1ccccc1C1=NN(C2=NN=C(N)Cc3ncnn32)C(O)(C(F)(F)F)C1 (stereo unspecified)	-3.0	-4.0	20.5	-8.5	-5.4	-4.5	86.0	6.8	3.5
O=C(CSc1n[nH]c(=O)[nH]c1=O)c1ccccc1[N+](=O)[O-]	2.2	-1.0	32.2	-7.8	-0.6	8.7	64.0*[inhibitor]	17.6	3.7
CCOC(=O)c1c(CS(=O)(=O)c2ccccc2)n(C)c2cc(Br)c(O)c(CN(C)C)c12	-12.6	-2.0	39.5	-16.3	-2.9	25.0	101.0	4.8	4.5
Nc1nc2c3ccccc3nc(Cc3ccccc3)n2n1	-8.3	-5.8	29.4	-4.7	-2.5	2.2	98.0	15.0	1.6

From PubChem BioAssay

An excerpt, so the mix of outcomes need not match the whole.
